LYPLA1 counter = blocks human lysophospholipase 1, a PME1 counter-screen | 320,000 tested, 0.16% active | recombinant LYPLA1, FP-Rh probe fluorescence polarization | inhibition, % at 5.9 µM | O75608;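 active = inhibition above the mean of all tested compounds plus 3 SD, set per campaign, cut at about 14% in these data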;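 note: inhibitors block serine hydrolase probe labeling of LYPLA1 so polarization falls; 0% = enzyme with DMSO and 100% = wells lacking LYPLA1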
Target sequence (O75608 whole entry, looked up): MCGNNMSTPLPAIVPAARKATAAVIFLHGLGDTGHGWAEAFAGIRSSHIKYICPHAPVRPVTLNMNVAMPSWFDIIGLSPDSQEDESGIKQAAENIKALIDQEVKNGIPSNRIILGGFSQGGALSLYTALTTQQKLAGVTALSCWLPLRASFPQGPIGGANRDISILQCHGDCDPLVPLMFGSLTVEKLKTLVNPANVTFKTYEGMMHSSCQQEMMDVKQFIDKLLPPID
PAD4 FP inh = inhibitors of human PAD4 | Q9UM07 | recombinant PAD4, RCA probe fluorescence polarization | inhibition, % at 6.36 µM | 330,000 tested, 0.41% active | AID 485272;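 active = percent inhibition above a cutoff equal to the mean of all tested compounds plus 3 SD, cut at about 15% in these data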;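 note: 0% = PAD4 with RCA probe and DMSO and 100% = probe without PAD4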
LYPLA2 counter = counter-screen for PME1 inhibitors: inhibitors of human LYPLA2. O95372. recombinant LYPLA2, FP-Rh probe fluorescence polarization. inhibition, % at 5.9 µM. 320,000 tested, 0.38% active. AID 2177;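 active = inhibition above the screen-wide mean plus 3 SD, limit set per campaign, cut at about 26% in these data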;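 note: 0% = LYPLA2 with DMSO and 100% = wells lacking LYPLA2 enzyme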
Target sequence (O95372 whole entry, looked up): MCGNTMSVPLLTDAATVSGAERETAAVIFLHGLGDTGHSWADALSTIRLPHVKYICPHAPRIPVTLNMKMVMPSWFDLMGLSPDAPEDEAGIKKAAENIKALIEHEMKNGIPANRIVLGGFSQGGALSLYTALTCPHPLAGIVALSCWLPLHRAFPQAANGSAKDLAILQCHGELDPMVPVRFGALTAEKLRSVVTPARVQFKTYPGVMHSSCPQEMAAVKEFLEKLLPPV
ZTA counter = ZTA (EBV) inhibition in EBNA-1 counter-screen; P03206; ZTA-DNA binding, fluorescence polarization; inhibition, % at 11 µM; 320,000 tested, 0.15% active; AID 2234; in the data active = inhibition above about 33%
EBNA-1 inh = blocks EBNA-1 binding to DNA; 300,000 tested, 0.34% active; AID 1950; EBNA-1 DNA binding, fluorescence polarization; inhibition, % at 14.8 µM; in the data active = inhibition above about 28%
GSTO1 inh = blocks human GSTO1 in RBBP9 counter-screen; P78417; AID 1974; inhibition, % at 5.96 µM; recombinant GSTO1, activity-based probe fluorescence polarization; 300,000 tested, 1.1% active;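 active = inhibition above the campaign mean inhibition plus 3 SD, cut at about 35% in these data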;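 note: 0% = GSTO1-1 with DMSO and 100% = wells lacking GSTO1-1 enzyme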
Target sequence (P78417 whole entry, looked up): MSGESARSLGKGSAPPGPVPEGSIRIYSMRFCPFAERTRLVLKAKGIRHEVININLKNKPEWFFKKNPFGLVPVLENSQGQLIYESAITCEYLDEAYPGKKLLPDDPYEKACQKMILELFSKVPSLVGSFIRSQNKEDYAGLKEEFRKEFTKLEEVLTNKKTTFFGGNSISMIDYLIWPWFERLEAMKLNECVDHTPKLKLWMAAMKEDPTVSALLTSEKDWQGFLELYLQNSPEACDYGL
PAFAH2 inh = PAFAH2 (human) inhibition; recombinant PAFAH2, FP-rhodamine activity probe, fluorescence polarization; inhibition, % at 3.39 µM; 340,000 tested, 0.99% active;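 active = inhibition above the mean over all tested compounds plus 3 SD, cut at about 30% in these data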;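 note: inhibitors block probe labeling of enzyme so polarization drops; 0% = enzyme with DMSO and 100% = wells lacking PAFAH2 protein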
PREPL inh = inhibitors of human prolyl oligopeptidase-like enzyme PREPL. AID 2751. inhibition, % at 5.96 µM. recombinant PREPL, fluorescence polarization activity-based probe. Q4J6C6. 320,000 tested, 0.68% active; in the data active = inhibition above about 43%;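 note: 0% = enzyme with DMSO and 100% = wells lacking enzyme; many of its hits are not listed in these tables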
PAFAH1B3 FP inh = inhibitors of human PAFAH1B3; inhibition, % at 3.39 µM; recombinant PAFAH1B3, FP-rhodamine probe, fluorescence polarization; 340,000 tested, 0.28% active; Q15102; AID 492972;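 active = inhibition above the screen-wide average of all tested compounds plus 3 SD, cut at about 25% in these data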;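 note: 0% = enzyme with DMSO only and 100% = wells lacking PAFAH1B3 protein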
Target sequence (Q15102 whole entry, looked up): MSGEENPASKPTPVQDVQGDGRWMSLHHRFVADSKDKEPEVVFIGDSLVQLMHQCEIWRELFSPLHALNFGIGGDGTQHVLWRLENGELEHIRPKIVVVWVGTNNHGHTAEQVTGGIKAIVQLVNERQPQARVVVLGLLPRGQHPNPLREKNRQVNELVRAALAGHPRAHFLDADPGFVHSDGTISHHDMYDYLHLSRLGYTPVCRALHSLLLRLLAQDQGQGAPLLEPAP
* hit, by the source's call; x = not tested or not shown.

compound	LYPLA1 counter	PAD4 FP inh	LYPLA2 counter	ZTA counter	EBNA-1 inh	GSTO1 inh	PAFAH2 inh	PREPL inh	PAFAH1B3 FP inh
COc1ccc(O[C@H]2C=C[C@@H](c3ccccc3)O[C@@H]2COC(=O)CC/C(C)=N/O[C@H](C)c2cn([C@@H]3COC[C@H]3O)nn2)cc1	-1	-5	-2	8	8	6	x	40	x
CCCCN1CNC(=S)N(Cc2ccccc2)C1	4	-2	6	-9	13	-1	-3	-12	-2
CCc1ccccc1NC(=S)N1CCNC(=O)C1CC(=O)OC (stereo not drawn)	2	-3	-4	-9	16	8	5	8	2
O=[N+]([O-])c1ccc(Cl)cc1N1CCCCC1	-1	0	2	-10	-10	-8	-6	0	8
Cc1ccc(C(=O)Nc2c(N)nc(SCC(=O)NCC3CCCO3)[nH]c2=O)cc1 (stereo not drawn)	-1	-3	5	-4	1	16	2	2	-2
S=c1[nH]nc([C@@H]2C[C@H]2c2ccccc2)n1-c1ccccc1Cl	1	-6	4	-3	-16	-7	10	0	-2
CN1/C(=C\C(=O)c2ccco2)C(C)(C)c2ccccc21	-16	-32	-34	147*	39*	-24	-76	-28	-48
O=c1c(Cl)c2oc3ccccc3nc-2c2ccccc12	6	-2	2	5	-9	9	8	8	10
CCCCOc1ccc(/C=C/C(=O)Nc2ccc([N+](=O)[O-])cc2C)cc1	1	1	7	9	-3	-2	-8	5	3
CC(C)OC(=O)CSc1nc(C(C)C)nc2ccccc12	0	0	1	-2	-2	-6	-2	-5	3
COc1ccc(S(=O)(=O)N2CCC(C(=O)N3CCN(c4ccccc4OC)CC3)CC2)cc1	3	0	3	-15	12	-3	18	8	6
Cc1cccc(C(=O)NC(=S)N(C)C2CCCCC2)c1	-6	-2	12	-14	-13	3	-1	10	10
CCc1ccc(/C(C)=N/NC(=O)CNC(=O)/C=C/c2ccccc2OC)cc1	-2	-4	0	-3	-5	0	-1	-7	3
COc1ccc2[nH]c3c(c2c1)CCN1C(=O)N([C@@H](C)C(=O)NCCc2ccc(OC)c(OC)c2)C(=O)[C@]31C	0	-2	1	4	11	-1	-2	6	-6
CC(C)CCNC(=O)C(=O)NCCC1=CCCCC1	3	-1	-2	3	0	2	0	7	7
Cc1sc(NC(=S)NC(=O)c2ccccc2)c(C#N)c1C	0	-8	0	-19	-16	1	3	10	-8
COc1ccc(NC(=S)N2CCC(c3ccccc3)C2)cc1 (stereo not drawn)	-3	3	6	-16	-6	-1	0	14	-6
O=C(CSc1ccc(F)cc1)N1CCC(c2nc3ccccc3s2)CC1	-2	5	12	6	-1	-1	2	12	3
Cc1cccc(-c2nsc(SCC(=O)Nc3nccs3)n2)c1	-1	-2	-3	19	-8	1	5	-2	3
O=C(NC1CC1)c1ccc(F)cc1Cl	-4	0	-2	11	11	-10	-5	-6	0
CCCCCO	0	-5	3	-2	x	x	3	-1	10
CCOc1ccccc1C(=O)Nc1ccccc1O	2	-2	-1	-5	3	-7	-2	6	2
CCOC(=O)C1CCN(S(=O)(=O)Cc2ccc(Cl)cc2)CC1	1	-2	-3	2	-7	0	-2	-4	4
Cc1ccc2nc(C)c3c(c2c1)OC(C(C)(Cl)Br)C3 (stereo not drawn)	-4	2	-5	-6	7	8	-4	4	7
Cc1ccsc1CNCC(O)c1ccccc1 (stereo not drawn)	4	-1	3	7	3	2	-2	-2	3
CCC(NC(=O)c1ccc(C#CC2(O)CCCCC2)cc1)C(=O)O (stereo not drawn)	3	7	6	9	-4	1	9	8	-2
Cn1c(=O)c2c(nc(Br)n2CCSc2nnnn2-c2ccccc2)n(C)c1=O	0	7	1	8	10	2	-12	1	3
COCCNC(=O)c1onc(CSc2ccc(F)c(F)c2)c1C(=O)O	-3	-3	2	-16	0	1	8	-3	1
NC(=O)C1(N2CCCCC2)CCN(C(=O)CSc2nc3ccccc3o2)CC1	2	-7	7	-9	-3	4	9	3	6
COC(=O)CN1C(=S)N(c2ccc(Cl)cc2)C(=O)C1CC(=O)Nc1ccccc1 (stereo not drawn)	-6	-1	7	-4	-2	1	-1	-13	-1
Fc1ccc(-c2cc(C(F)(F)F)nc(-n3cncn3)n2)cc1	0	-1	7	2	4	6	-5	1	2
CCc1nnc(NC(=O)CSc2nccn2-c2cccc(C)c2C)s1	-2	0	-1	14	-14	2	5	6	-5
CCOC(=O)N1CCN(c2c(-c3ccc(C)cc3)c(=O)c2=O)CC1	0	-5	7	6	-2	3	4	-1	-3
Cc1ccc2cc(C(c3nnnn3C3CCCC3)N(Cc3cccnc3)Cc3ccco3)c(=O)[nH]c2c1 (stereo not drawn)	-5	5	-9	5	4	2	-1	-5	3
COc1ccc(-c2cc(C(F)(F)F)n3nc(C(=O)NCc4ccco4)cc3n2)cc1OC	0	-2	5	2	-2	-9	6	6	0
CCCCN(CC)C(=O)C1CCC(=O)N(c2ccc(OC)cc2)C1c1ccc(OC)c(OC)c1 (stereo not drawn)	1	-4	-2	16	17	-2	-3	1	7
CCC(=O)Nc1ccc2c(c1)C(=O)c1ccccc1C2=O	8	0	10	12	10	5	2	9	-1
Cc1cc(OCC(=O)N2CCN(c3ccccc3)CC2)c2c(C)c(C)c(=O)oc2c1	-6	-1	-7	-1	3	1	-1	-3	8
CCCn1c(Nc2ccccc2)nc2ccccc21	2	4	6	-20	-2	8	0	12	7
CCC(=O)N1CCN=C1SCc1ccc(F)cc1	1	-4	4	-9	10	-3	3	-1	7
COc1ccc(C(=O)NCCCn2ccnc2)cc1[N+](=O)[O-]	-2	-3	-5	11	-10	-5	-2	-2	8
O=[N+]([O-])c1ccccc1NC(=S)N/N=C/c1ccc(O)c(O)c1	-15	1	-10	10	1	50*	49*	15	24
CN(C)S(=O)(=O)N1CCCN(S(=O)(=O)N(C)C)CC1	3	1	-2	1	5	-3	10	-3	13
CCN1CCCC1CN(Cc1cc2cc(C)cc(C)c2[nH]c1=O)C(=O)Nc1ccccc1OC (stereo not drawn)	0	-4	-9	13	-8	-6	x	14	x
Cc1ccc(-n2c(SCC(=O)Nc3ccc4c(c3)OCCO4)nnc2-c2ccco2)cc1	-2	-3	-4	4	-6	4	0	13	0
Cc1csc(=Nc2cccnc2)n1Cc1ccco1	-4	3	-1	-9	0	8	-5	8	16
O=C1[C@@H]2CSCN2C(=O)CN1CCc1cccc(F)c1	6	-1	6	0	-6	4	3	3	0
CC(C)C(NC(=O)CSc1ccc(Cl)cc1)C(C)C	-2	-7	1	-3	2	-2	2	2	12
CCCN1C(=O)c2ccc(C(=O)Nc3cc(C)ccc3O)cc2C1=O	1	-2	12	-7	-5	5	-4	6	6
Cc1ccccc1Cn1ccc(=NCc2ccccc2)cc1	1	1	5	-18	-4	5	x	17	x

The listing continues:
compound	LYPLA1 counter	PAD4 FP inh	LYPLA2 counter	ZTA counter	EBNA-1 inh	GSTO1 inh	PAFAH2 inh	PREPL inh	PAFAH1B3 FP inh
COc1cc(S(=O)(=O)Nc2cccc(C(=O)O)c2)c(OC)cc1Cl	4	0	6	6	9	5	3	0	0
COc1cccc(-c2cc(C(=O)NCC3CCCO3)c3cc(C)cc(C)c3n2)c1 (stereo not drawn)	-3	1	-3	-5	9	-7	-4	4	1
COC(=O)C(C)Oc1ccc2c(-c3cccc([N+](=O)[O-])c3)cc(=O)oc2c1 (stereo not drawn)	-1	-1	2	8	9	-6	-5	6	-5
CC(c1nnc(SCC(=O)c2c(N)n(C3CC3)c(=O)[nH]c2=O)n1-c1ccc(F)cc1)N(C)C (stereo not drawn)	-3	1	2	-8	x	x	-2	14	3
CN=C1SC(CC(=O)Nc2ccc(F)cc2F)C(=O)N1/N=C/c1ccc(OC(F)F)c(OC)c1 (stereo not drawn)	-2	-3	-3	9	0	0	-1	-1	0
CCn1nnnc1SCC(=O)Nc1ccc2c(c1)OCCO2	0	-3	4	4	-6	20	4	18	9
Cn1cc(C(=O)NCc2ccc(Cl)cc2)c(=O)c2cc(S(=O)(=O)N3CCOCC3)ccc21	3	-2	9	-4	5	17	-1	-41	4
Cc1cc(C)nc(-n2nc(C)c(Br)c2Nc2ccc(Br)cc2)n1	-1	-2	2	-15	2	9	-4	6	1
CC(C)CN(C(=O)c1cccc(S(=O)(=O)N2CCCCC2)c1)C1CCS(=O)(=O)C1 (stereo not drawn)	0	0	-5	0	-15	2	2	18	10
O=C(CS(=O)(=O)c1ccccc1)NCc1ccccc1	-5	-3	-4	2	-9	-1	5	3	-4
CCOC(=O)C1CCN(c2ccc([N+](=O)[O-])c(C(C)=O)c2)CC1	2	0	1	4	10	15	4	26	0
O=C(NC(Cc1ccccc1)C(=O)O)/C(=C/c1ccc(F)cc1)NC(=O)c1ccccc1 (stereo not drawn)	-1	-1	-1	-8	-8	3	-1	-2	5
N#Cc1c(NC(=O)CSC2=NCCS2)sc2c1CCCC2	2	2	2	-2	2	-11	3	10	-3
Cc1ccc(C)c(NC(=O)C2CCCN(S(=O)(=O)c3ccc4[nH]c(=O)ccc4c3)C2)c1 (stereo not drawn)	4	-4	1	-11	1	-7	-3	5	1
O=C(CN1C(=O)C2C3C=CC(C3)C2C1=O)NCc1ccc2c(c1)OCO2 (stereo not drawn)	0	1	7	-28	-3	3	-13	16	2
COc1ccc(NC(=O)Nc2ccccc2OC)cc1	-2	7	-1	-2	-6	2	2	4	7
CCC(Sc1nc2sc(C(=O)OC)c(C)c2c(=O)n1N)C(=O)NCC1CCCO1 (stereo not drawn)	-2	1	-1	3	23	-7	-11	7	2
CN1C(=O)c2cccc(NCCCCCCN3C(=O)c4ccccc4C3=O)c2C1=O	-1	-4	10	-15	0	-1	-2	8	3
O=C(OCc1nc2ccccc2c(=O)[nH]1)c1cccs1	-3	0	1	1	-6	0	42*	0	1
Cc1cc(CNC(=O)COc2ccc(C#N)cc2)c2ccccc2n1	-3	4	-2	16	6	-8	5	0	-6
Cc1ccc(N(CC(=O)NC2CCCC2)C(=O)CCC(=O)Nc2ccccn2)cc1	6	0	7	12	0	2	-12	1	5
CCCCN(CCCC)CC(O)CN1C(=O)NC(C)(C)C1=O (stereo not drawn)	0	0	2	-26	-10	18	-3	-3	-1
COc1ccccc1C(=O)NC(=O)COC(=O)CCOc1ccccc1C	0	5	0	-13	5	10	17	1	4
CC12COC3(P(=O)(c4ccccc4)c4ccccc4)CC1CCC23CP(=O)(c1ccccc1)c1ccccc1 (stereo not drawn)	4	1	4	6	-8	-2	-1	19	2
Cn1c(=O)c2c(SCC(=O)N3CCCc4ccccc43)nc(CC(C)(C)C)nc2n(C)c1=O	4	-2	2	3	-2	4	0	3	9
COc1ccc(OC)c(C2CC(=O)C3=C(C2)NC(=O)CC3c2ccc(O)c(OC)c2)c1 (stereo not drawn)	-2	-1	-4	-5	-1	7	1	-1	4
COc1ccc(C(=O)NC(Nc2ccc(C)cc2)C(Cl)(Cl)Cl)cc1 (stereo not drawn)	-7	-5	-1	-2	10	3	-2	3	-4
Cc1ccc(CN2CCN(CC(=O)NCc3ccc(Cl)cc3)C2=O)cc1	-6	0	-3	-17	-9	-1	0	-2	3
COc1cc(NC(=O)Cc2ccccc2)c(C(=O)O)cc1OC	-1	-3	4	2	-2	-4	3	1	0

Records above that bear a hit mark in EBNA-1 inh.
compound | PAD4 FP inh | EBNA-1 inh | PAFAH2 inh | PREPL inh | PAFAH1B3 FP inh
CN1/C(=C\C(=O)c2ccco2)C(C)(C)c2ccccc21 | -32 | 39* | -76 | -28 | -48

High-throughput results as filed in PubChem BioAssay.

An excerpt; count on the stated rates, not on these rows.
